pPAFAH inh: pPAFAH enzyme inhibitors, primary screen, biochemical, fluorescence polarization, human; recombinant pPAFAH, FP-rhodamine probe fluorescence polarization; inhibition, % at 3.39 µM; 1.5% of 330,000 active; Platelet-activating factor acetylhydrolase (Homo sapiens), Q13093;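 active means inhibition above the mean inhibition across the screen plus 3 SD, cut at about 25% in these data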;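 further: inhibitors block binding of the rhodamine activity-based probe so polarization drops; 0% = enzyme with DMSO and 100% = wells lacking pPAFAH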
PAD4 FP inh: human PAD4 inhibitors, primary screen, biochemical, fluorescence polarization, 1536-well format | AID 485272, 2010 | 0.41% of 330,000 active | recombinant PAD4, RCA probe fluorescence polarization | Protein-arginine deiminase type-4 (Homo sapiens), Q9UM07 | inhibition, % at 6.36 µM;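 active means percent inhibition above a cutoff equal to the mean of all tested compounds plus 3 SD, cut at about 15% in these data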;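 further: 0% = PAD4 with RCA probe and DMSO and 100% = probe without PAD4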
LYPLA1 inh: LYPLA1 inhibitors, primary screen, counter-screen for PME1 inhibitor project, biochemical, fluorescence polarization, FP-Rh probe ABPP | inhibition, % at 5.9 µM | 0.16% of 320,000 active | recombinant LYPLA1 | AID 2174, 2009;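 active means inhibition above the mean of all tested compounds plus 3 SD, set per campaign, cut at about 14% in these data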;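 further: inhibitors block serine hydrolase probe labeling of LYPLA1 so polarization falls; 0% = enzyme with DMSO and 100% = wells lacking LYPLA1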
Target sequence (O75608 whole entry, looked up): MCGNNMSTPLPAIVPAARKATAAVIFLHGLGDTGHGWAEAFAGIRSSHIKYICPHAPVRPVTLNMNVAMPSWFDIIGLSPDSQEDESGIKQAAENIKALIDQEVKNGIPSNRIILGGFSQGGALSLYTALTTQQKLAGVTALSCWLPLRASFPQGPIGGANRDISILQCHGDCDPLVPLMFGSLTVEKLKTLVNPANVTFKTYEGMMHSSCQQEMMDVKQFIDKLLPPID
Fam108B counter: mouse Fam108B serine hydrolase inhibitors, primary screen, counter-screen for RBBP9 inhibitor project, biochemical, fluorescence polarization; 0.33% of 300,000 active; AID 1947, 2009; inhibition, % at 9.51 µM; recombinant Fam108B, FP-Rh probe fluorescence polarization;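 active means inhibition above the screen mean inhibition plus 3 SD, computed separately per campaign, cut at about 18% in these data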;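 further: inhibitors lower polarization as less probe binds the enzyme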
PAFAH2 inh: PAFAH2 enzyme inhibitors, primary screen, biochemical, fluorescence polarization, human. recombinant PAFAH2, FP-rhodamine activity probe. inhibition, % at 3.39 µM. 0.99% of 340,000 active. AID 492956, 2010;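 active means inhibition above the mean over all tested compounds plus 3 SD, cut at about 30% in these data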;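 further: inhibitors block probe labeling of enzyme so polarization drops; 0% = enzyme with DMSO and 100% = wells lacking PAFAH2 protein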
PAFAH1B3 inh: PAFAH1B3 enzyme inhibitors, primary screen, biochemical, fluorescence polarization, human. inhibition, % at 3.39 µM. 0.28% of 340,000 active. recombinant PAFAH1B3, FP-rhodamine probe. Platelet-activating factor acetylhydrolase IB subunit alpha1 (Homo sapiens), Q15102;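 active means inhibition above the screen-wide average of all tested compounds plus 3 SD, cut at about 25% in these data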;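 further: 0% = enzyme with DMSO only and 100% = wells lacking PAFAH1B3 protein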
Target sequence (Q15102 whole entry, looked up): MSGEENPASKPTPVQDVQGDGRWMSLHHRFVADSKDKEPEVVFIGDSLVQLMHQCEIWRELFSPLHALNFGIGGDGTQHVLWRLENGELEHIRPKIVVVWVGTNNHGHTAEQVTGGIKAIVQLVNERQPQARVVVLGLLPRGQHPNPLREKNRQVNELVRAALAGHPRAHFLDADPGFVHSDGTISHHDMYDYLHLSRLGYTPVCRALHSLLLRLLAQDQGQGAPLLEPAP
PAFAH1B2 FP inh: PAFAH1B2 enzyme inhibitors, primary screen, biochemical, fluorescence polarization, human; Platelet-activating factor acetylhydrolase IB subunit alpha2 (Homo sapiens), P68402; recombinant PAFAH1B2, FP-rhodamine activity probe; inhibition, % at 3.39 µM; 1.2% of 340,000 active;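 active means inhibition above the mean of all tested compounds plus 3 SD, cut at about 24% in these data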;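 further: 0% = enzyme with DMSO and 100% = wells lacking PAFAH1B2; many of its hits are not listed in these tables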
Target sequence (P68402 whole entry, looked up): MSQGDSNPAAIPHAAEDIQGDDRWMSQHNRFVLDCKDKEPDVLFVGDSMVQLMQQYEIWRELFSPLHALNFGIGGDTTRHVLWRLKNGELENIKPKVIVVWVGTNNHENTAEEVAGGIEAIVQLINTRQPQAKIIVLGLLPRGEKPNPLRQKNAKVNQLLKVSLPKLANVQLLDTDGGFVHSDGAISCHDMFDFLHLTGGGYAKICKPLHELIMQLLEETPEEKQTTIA
GSTO1 inh: inhibitors of recombinant GSTO1, primary screen, counter-screen for RBBP9 inhibitor project, biochemical, fluorescence polarization. Glutathione S-transferase omega-1 (Homo sapiens), P78417. activity-based probe fluorescence polarization. inhibition, % at 5.96 µM. 1.1% of 300,000 active. AID 1974, 2009;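 active means inhibition above the campaign mean inhibition plus 3 SD, cut at about 35% in these data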;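 further: 0% = GSTO1-1 with DMSO and 100% = wells lacking GSTO1-1 enzyme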
PME-1 primary: PME-1 inhibitors via competitive probe labeling, primary screen, biochemical, fluorescence polarization, FP-Rh probe, HTS | Protein phosphatase methylesterase 1 (Homo sapiens), Q9Y570 | recombinant PME-1 | inhibition, % at 5.9 µM | 0.53% of 320,000 active | AID 2130, 2009;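 active means inhibition above the campaign mean of all compounds plus 3 SD, cut at about 26% in these data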;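 further: competitive labeling of PME-1 active site by serine hydrolase directed probe; 0% = PME-1 with DMSO and 100% = wells lacking PME-1 enzyme; inhibitors block probe labeling so polarization falls and inhibition rises; many of its hits are not listed in these tables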
Target sequence (Q9Y570 whole entry, looked up): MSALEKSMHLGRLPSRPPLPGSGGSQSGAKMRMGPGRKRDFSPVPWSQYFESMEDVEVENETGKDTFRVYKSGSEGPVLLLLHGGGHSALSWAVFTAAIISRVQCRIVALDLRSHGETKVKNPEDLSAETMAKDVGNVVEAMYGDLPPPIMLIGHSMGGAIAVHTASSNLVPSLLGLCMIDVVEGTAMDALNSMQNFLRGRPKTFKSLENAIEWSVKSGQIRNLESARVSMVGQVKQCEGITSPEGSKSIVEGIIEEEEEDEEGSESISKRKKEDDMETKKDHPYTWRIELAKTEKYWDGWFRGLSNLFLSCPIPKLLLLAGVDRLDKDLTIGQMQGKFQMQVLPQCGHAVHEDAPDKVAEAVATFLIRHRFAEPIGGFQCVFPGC
Starred values were filed as active, the others as inactive; / = no result given.

SMILES	pPAFAH inh	PAD4 FP inh	LYPLA1 inh	Fam108B counter	PAFAH2 inh	PAFAH1B3 inh	PAFAH1B2 FP inh	GSTO1 inh	PME-1 primary
COc1ccc2c(c1OC)C(=O)N1C2SC(C)(C)[C@H]1C(=O)NCC(C)C (some centres undefined)	3	-1	-5	-1	-3	10	-2	2	-7
Cc1ccc2nc(C)cc(N3CCOCC3)c2c1	-10	1	-3	8	1	5	1	-5	-1
Cc1ccccc1N1CCN(S(=O)(=O)c2ccc3oc(=O)ccc3c2)CC1	6	-2	4	-2	-1	6	2	-4	2
O=C(O)CCCN(Cc1cccc(Br)c1)S(=O)(=O)c1ccc(Br)cc1	3	1	-1	2	7	4	21	-4	1
COc1ccc(/C=C2\Oc3cc(OCC(=O)N4CCC[C@H]4C(=O)O)ccc3C2=O)c(OC)c1	-6	0	-2	0	-1	11	-3	-2	1
Cc1nn(CCc2n[nH]c(=S)n2-c2cccc(Cl)c2)c(C)c1[N+](=O)[O-]	-3	0	1	3	-2	13	3	9	-2
COc1ccc(C(=O)OC2CCN(c3ncc(C(F)(F)F)cc3Cl)CC2)cc1	-4	-3	1	-1	-7	3	-2	0	2
c1cc(C2CCN(Cc3nc(-c4ccc5c(c4)OCO5)no3)CC2)ccn1	5	-3	2	-3	4	6	1	8	4
COc1ccc(C(=O)c2ccc(N3CCOCC3)cc2)c(OC)c1	6	1	-1	-2	-6	9	3	13	-1
O=C(Nc1ccncc1)c1c(F)c(F)c(F)c(F)c1F	0	-1	1	-1	3	6	-2	-3	-2
O=C(CNC(=O)c1ccccc1F)NCCOc1ccccc1Cl	0	-6	-4	-1	-7	5	0	0	-5
Cc1cc(C)c2c(CC(=O)O)c(C)[nH]c2c1	4	-5	2	3	1	4	5	1	0
COc1ccc(NC(=S)N2CCC(C(=O)c3ccc(OC)cc3)CC2)cc1	1	-3	-4	-1	0	2	4	-5	-2
CC(C)C(c1nnnn1CCc1ccccc1)N1CCOCC1 (centres undefined)	4	-1	0	-2	0	2	0	2	-1
COc1ccc(/C=N/NC(=O)c2ccccc2OCc2ccccc2)c(OC)c1	5	-4	-10	-10	0	-8	2	-13	-5
Cc1ccccc1NC(=S)NCc1ccc2[nH]c3c(c2c1)CCCC3	13	-1	-2	2	4	2	4	-3	8
COc1cccc(/C=N/N2CCN(C)CC2)c1	3	-1	-2	5	-3	1	4	4	1
CN(Cc1ccccc1Cl)C(=O)c1cnccc1C(F)(F)F	-7	-1	-2	-3	1	3	7	1	-1
Cc1cc(C(=O)Nc2cccnc2)on1	-8	0	-3	-1	8	-1	2	-6	0
O=C(N/C(=C\c1cccnc1)C(=O)N1CCOCC1)c1cccc(Br)c1	-1	-3	2	0	6	11	1	0	2
Cc1cccc(NC(=S)NCCN(C2CCCCC2)C2CCCC2)c1	-2	-2	4	-3	6	1	3	-8	-3
CC(=O)N(Cc1ccccc1C)c1cccc(C)c1C	-1	-9	-1	3	5	4	7	1	-1
COC(=O)c1ccc(C2Nc3ccccc3NC3=C2C(=O)CC(C)(C)C3)cc1 (centres undefined)	-2	3	0	-2	4	8	4	-5	-3
CCOc1ccccc1NC(=O)CSc1nnc(CNC(=O)c2c(F)cccc2Cl)o1	1	0	-1	-2	-1	12	4	0	-5
O=C(CNC(=O)c1ccccc1)N=Nc1c(O)[nH]c2ccc(Br)cc12	2	-3	1	-18	-5	-3	4	-5	-3
CCCc1cc(=O)n2[nH]c(NCc3ccc(Cl)cc3Cl)nc2n1	15	-2	2	4	20	4	11	-23	-1
N#CC(c1ccccc1)C1CCN(Cc2ccccc2)CC1 (centres undefined)	2	2	-3	3	-3	1	-4	2	4
COc1ccc(-c2ccc(NC(=O)c3ccco3)cc2)nn1	-8	1	-4	2	2	5	0	5	-12
COc1cc(-c2nnc3sc(Cc4ccccc4)nn23)cc(OC)c1OC	4	-2	-1	-7	4	-1	-4	0	6
N#Cc1nc(Nc2cccc(Cl)c2)c2ncn(C3CCCC3)c2n1	1	-9	-11	/	-6	-5	0	/	-11
O=C(CSc1nc2nn(-c3ccccc3)c(=O)c-2c2n1CCCCC2)Nc1ccc(F)c(F)c1	10	-4	/	/	10	11	4	/	/
Cc1ccc2nc(SC(C)C(=O)N3CCOCC3)[nH]c2c1 (centres undefined)	1	1	1	0	3	1	5	8	-11
O=C(NCCCN1CCOCC1)c1ccc2c(c1)N(Cc1ccccc1)CCS2	1	-6	8	1	10	9	5	16	-7
O=C1N=C(N2CCc3ccccc3C2)S/C1=C\c1ccc(O)cc1	3	-3	-5	1	16	1	6	-2	6
CCCCc1nnc(NC(=O)C2=COCCO2)s1	12	-4	3	-2	-5	5	-2	-3	1
CC(C)(C)C(=O)NCc1ccc(C(=O)CSc2nnc(C3CC3)n2C2CC2)s1	6	-5	-3	/	4	3	0	/	4
COc1cc(CN(C)c2ncnc3sccc23)ccc1OC(F)F	4	0	-1	2	0	2	2	3	1
O=C(NCc1ccccc1Cl)c1cnn2cccnc12	-4	-3	4	0	-2	3	-4	7	-7
O=C(Nc1ccccc1C(=O)OCn1nnc2ccccc2c1=O)c1ccco1	9	-3	-4	2	22	4	3	-1	4
COc1ccccc1N1CCN(CC(=O)c2c[nH]c3ccccc23)CC1	7	-6	0	0	-12	3	-11	9	-1
CN(C(=O)Cn1cnc([N+](=O)[O-])n1)C1CCCCC1	-11	-1	2	3	3	3	8	10	-10
CCn1c(COc2ccc(OC)cc2)nc2ccccc21	-5	-2	1	-2	4	8	0	20	-4
Cn1c(C(=O)N2CCCC(C(=O)NCc3ccccc3)C2)cc2sccc21 (centres undefined)	8	0	7	3	1	6	2	10	10
O=C(Cn1cc([N+](=O)[O-])cn1)NCc1ccccc1Cl	0	-3	0	-1	-2	1	5	-1	1
CC1(C)CC(=O)C/C(=N\NC(=O)C2CC2c2ccccc2)C1 (centres undefined)	12	-2	4	3	15	4	2	27	1
O=C(NC(=O)c1ccccc1N1CCCCC1)Nc1ccc(Br)cc1	0	2	2	0	-3	6	2	0	-2
CCCC(=O)C1=C(O)C(C(=O)OC)C(C)(C)CC1=N (centres undefined)	-2	1	4	0	-4	7	1	2	4
COc1ccc(OC)c(Cc2nnc(CCC(=O)N3CCN(C4CCCC4)CC3)o2)c1	0	0	1	-6	-3	7	9	-4	-1
Oc1c(C=Nc2cccc3cccnc23)sc2ccccc12	15	1	0	11	/	/	/	7	21
COc1cccc(Nc2nc(-c3sc(NC(=O)CC(C)C)nc3C)cs2)c1	18	-5	-15	10	-3	0	3	-7	17
COc1cccc(C(=O)NNC(=S)NC2CCCCC2)c1	2	0	-3	-2	3	9	1	5	2
COc1cc([N+](=O)[O-])ccc1NC(=O)NCC1CCN(Cc2ccc(Cl)cc2)CC1	-1	-2	-5	-3	-5	4	2	-3	-5
C[C@H](NC(=O)c1nc[nH]c1C(=O)OCc1ccccc1)c1ccccc1	9	-4	0	/	14	2	2	/	2
COc1cc(CC(=O)OCC(=O)NCc2ccc(C)cc2)cc(OC)c1OC	-1	-3	3	/	-4	4	-2	/	6
CN1CCC(OC(=O)c2cc3cc(Cl)cc(Cl)c3oc2=O)CC1	8	2	-1	6	10	2	0	1	1
CS(=O)(=O)N1CCN(c2ccccc2NC(=O)c2cc3ccccc3o2)CC1	0	0	-3	-2	16	2	6	-2	9
O=C(c1cc2ncc(CCCl)cn2n1)N1CCCCCC1	-1	-8	-2	0	2	8	0	3	5
Fc1ccc(/C=N/NC(=S)NCCc2ccccc2)cc1F	3	5	-1	2	0	0	10	-2	-4
COc1cccc(CNC(=O)C2Cc3cc(S(=O)(=O)N4CCCC4)ccc3N2C(C)=O)c1OC (centres undefined)	0	-2	2	-1	1	7	2	1	2
c1ccc2[nH]c(SCC3CCCCO3)nc2c1 (centres undefined)	-1	5	3	7	-3	-4	1	-4	4

Later entries
SMILES	pPAFAH inh	PAD4 FP inh	LYPLA1 inh	Fam108B counter	PAFAH2 inh	PAFAH1B3 inh	PAFAH1B2 FP inh	GSTO1 inh	PME-1 primary
Cc1ccc(S(=O)(=O)NC(=O)NC(C)Cc2ccccc2)cc1 (centres undefined)	4	-2	2	-3	7	1	10	10	-5
O=[N+]([O-])c1ccccc1/C=C/C=N/n1c(-c2ccccc2F)n[nH]c1=S	8	4	-2	-2	14	4	7	-4	-2
O=C(Nc1ccc2c(c1)OCO2)N1CCOCC1	-9	-1	-4	-5	2	3	2	0	-17
O=C(C1CC1)N(Cc1ccco1)c1nc(-c2ccccc2)cs1	1	-3	-5	-13	-7	-2	1	-13	1
NC(=O)C1(c2ccccc2)CCOCC1	4	-1	0	3	1	1	-1	-9	-1
COc1ccc(NC(=O)Cn2c(C)csc2=O)c(OC)c1	9	-5	4	/	0	5	1	/	3
Cc1ccc(C(=O)c2cnc3cc4c(cc3c2S(=O)(=O)c2ccccc2)OCCO4)cc1	-8	4	-8	-9	-6	-3	-1	-19	-8
O=C(CN1CCN(Cc2ccccc2F)C1=O)NCC1CCCO1 (centres undefined)	1	-1	1	1	-9	11	-1	7	-1
Cc1ccsc1/C=N/Nc1ncc(Cl)cc1Cl	6	4	3	3	2	5	0	-11	-2
C(=N\NCc1ccccc1)/c1ccc2ncccc2c1	-2	1	-5	1	/	/	/	-1	0
CSCCC(NC(=O)c1ccco1)C(=O)Nc1ccc(C)cn1 (centres undefined)	1	-2	1	3	-2	3	0	2	-1
Cc1cccc(CN2C(=O)/C(=C\c3ccc(C(=O)NCCN4CCOCC4)cc3)Sc3ccccc32)c1	13	2	-11	-11	2	2	3	-201	-1
Cc1ccc(NC(=O)CSCC(=O)NCCc2ccccc2)cc1	1	1	-2	2	1	8	12	1	-11
Cc1ccc(N(C)S(=O)(=O)c2cccc(C(=O)Nc3ccc(N4CCOCC4)cc3)c2)cc1	7	-3	-4	/	3	7	-2	/	15
COc1ccc(OC)c2c(N3CC(C)OC(C)C3)cc(C(F)(F)F)nc12 (centres undefined)	5	-8	4	-5	3	9	5	14	-1
S=c1[nH]nc(-c2ccc3ccccc3n2)n1-c1ccc2c(c1)OCCO2	-3	10	-2	-3	-4	-4	-2	9	2
C=CCn1c(O)c(N=Nc2ccccc2C)c2ccccc21	-2	-1	5	-7	/	/	/	8	2
CS(=O)(=O)N1CCC(C(=O)N2CCN(Cc3ccccc3)CC2)CC1	3	-3	3	9	-3	2	4	11	2
CCOC(=O)c1ccc(NC(=O)C2CCCN(S(=O)(=O)c3cnc[nH]3)C2)cc1 (centres undefined)	4	-2	-1	2	-6	9	-3	0	-5
O=[N+]([O-])c1ccc2nonc2c1Nc1ccccc1	-5	3	-3	1	7	7	4	-3	-2
O=C(CN1C(=O)c2ccccc2C1=O)Nc1ccccc1N1CCOCC1	-4	-4	-1	0	-2	0	4	2	-1

Assay outcomes from PubChem.

The list is partial. The share of hits here may be higher or lower than overall.
